High-throughput results: PubChem BioAssay, Sanford-Burnham Center for Chemical Genomics
MPTP inh: inhibitors of mitochondrial permeability transition pore; isolated mouse mitochondria, Ca2+ swelling absorbance, 30 min; inhibition, % at 10 µM; 360,000 tested, 1.4% active; AID 602449;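 active = inhibition of 50% or more, scaled per plate between neutral and stimulator controls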;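 also: 0% = DMSO wells given calcium and 100% = 1 mM EGTA wells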
A3G deaminase: blocks human APOBEC3G single-stranded DNA deamination | inhibition, % at 20 µM | Q9HC16 | 330,000 tested, 0.28% active | recombinant A3G, ssDNA deamination FAM/TAMRA fluorescence;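 active = inhibition of at least 40% at 20 µM, with no more than 30% in the related APOBEC3A deaminase screen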;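 also: plate controls were DMSO wells with A3G for no effect and wells lacking A3G enzyme for full effect; some compounds called inactive have numbers as strong as hits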
Target sequence (Q9HC16 whole entry, looked up): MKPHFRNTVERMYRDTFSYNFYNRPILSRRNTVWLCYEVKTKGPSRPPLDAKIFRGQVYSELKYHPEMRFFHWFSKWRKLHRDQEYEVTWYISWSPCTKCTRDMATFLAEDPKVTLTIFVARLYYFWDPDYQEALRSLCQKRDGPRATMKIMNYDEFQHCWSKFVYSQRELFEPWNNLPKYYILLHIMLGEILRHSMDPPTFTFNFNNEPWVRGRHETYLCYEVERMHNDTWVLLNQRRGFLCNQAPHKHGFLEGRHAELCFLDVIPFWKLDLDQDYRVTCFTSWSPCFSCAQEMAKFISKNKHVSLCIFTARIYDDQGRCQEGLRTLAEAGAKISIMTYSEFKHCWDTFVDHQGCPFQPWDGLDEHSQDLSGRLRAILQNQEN
mIAP activ: increases mouse intestinal alkaline phosphatase activity. muIAP, CDP-Star luminescence, 30 min; stronger effect = higher value; 1 = vehicle-only enzyme signal, 0 = enzyme-free wells. activation factor at 10 µM. 330,000 tested, 0.24% active. AID 2805;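 active = activation factor of at least 2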; also: the source names both 10 and 20 µM as test concentration; values of inactives mirror those of a sister screen read the other way
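Assay system: mouse IAP enzyme; reagent: chemiluminescent substrate CDP-Star; dosing: test compounds delivered from DMSO solution; schedule: 30 min at room temperature; measured by: luminescence from enzymatic CDP-Star hydrolysis; controls: DMSO-only wells and no-enzyme negative control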
ATG4B inh: inhibitors of human ATG4B cysteine protease. Q9Y4P1. ATG4B cleavage of LC3-PLA2, NBD-HPC fluorescence, 1 h. inhibition, % at 8.33 µM. 340,000 tested, 0.51% active; in the data active = inhibition above about 40%
Target sequence (Q9Y4P1 whole entry, looked up): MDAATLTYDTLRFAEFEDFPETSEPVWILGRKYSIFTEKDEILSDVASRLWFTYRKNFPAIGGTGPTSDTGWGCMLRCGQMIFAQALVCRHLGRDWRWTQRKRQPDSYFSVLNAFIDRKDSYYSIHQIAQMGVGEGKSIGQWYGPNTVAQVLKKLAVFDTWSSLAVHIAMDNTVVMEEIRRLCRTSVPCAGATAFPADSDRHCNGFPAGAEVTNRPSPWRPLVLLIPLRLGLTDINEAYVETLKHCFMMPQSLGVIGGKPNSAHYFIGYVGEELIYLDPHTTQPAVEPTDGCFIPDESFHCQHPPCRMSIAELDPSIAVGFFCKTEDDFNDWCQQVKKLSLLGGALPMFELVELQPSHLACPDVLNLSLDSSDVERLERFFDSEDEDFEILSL
mIAP block: blocks mouse intestinal alkaline phosphatase. purified mouse IAP, CDP-Star luminescence, 30 min. inhibition, % at 10 µM. 330,000 tested, 0.2% active. AID 2806;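 active = inhibition of at least 40% at 10 µM in the primary screen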;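 also: plate controls were DMSO with enzyme for no effect and no enzyme wells for full effect; values of inactives mirror those of a sister screen read the other way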
hIAP act: human IAP activation. P09923. purified human IAP, CDP-Star luminescence, 30 min; stronger effect = higher value; 1 = vehicle-only enzyme, 0 = enzyme-free background. activation factor at 10 µM. 330,000 tested, 0.16% active. AID 2524;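 active = activation factor of the enzyme at least 2-fold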; also: the source names both 10 and 20 µM as test concentration; values of inactives mirror those of a sister screen read the other way
APOBEC3A inh: blocks human APOBEC3A ssDNA deamination; recombinant A3A, FAM/TAMRA ssDNA deamination fluorescence; 330,000 tested, 0.41% active; inhibition, % at 20 µM; AID 493011;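 active = at least 40% inhibition at 20 µM here, with at most 30% in a related deaminase screen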;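 also: plate controls were A3A with DMSO for no effect and wells lacking A3A enzyme for full effect; some results filed as inactive read as strong as hits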
Target sequence (P31941 whole entry, looked up): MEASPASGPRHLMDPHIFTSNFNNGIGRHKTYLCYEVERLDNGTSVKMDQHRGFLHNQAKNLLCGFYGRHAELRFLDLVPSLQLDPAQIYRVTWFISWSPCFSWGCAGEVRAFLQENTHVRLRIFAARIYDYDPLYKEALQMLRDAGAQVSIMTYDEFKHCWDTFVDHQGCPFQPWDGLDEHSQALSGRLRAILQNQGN
beta cell repl: inducers of beta-cell replication in MIN6 cells; MIN6 cells proliferation, ATPlite luminescence, 48 h; cells starved in 0.2% serum; 100% = growth in 10% serum; proliferation, % at 10 µM; 330,000 tested, 0.29% active;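 active = compounds whose signal lies at least 3.5 SD above the mean of all wells on their plate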;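 also: 0% = DMSO-treated cells in low-serum medium and 100% = 10% serum control; some compounds called inactive have numbers as strong as hits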
hIAP inh: human IAP inhibition | purified IAP, CDP-Star luminescence, 30 min | inhibition, % at 10 µM | 330,000 tested, 0.12% active | AID 2544;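 active = inhibition reaching a set limit with compound at 10 µM in the primary screen, cut at about 35% in these data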;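 also: plate controls were DMSO wells with enzyme for no effect and no-enzyme buffer wells for full effect; values of inactives mirror those of a sister screen read the other way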
An asterisk follows results filed as active; · = no result given.

cpd	Structure	MPTP inh	A3G deaminase	mIAP activ	ATG4B inh	mIAP block	hIAP act	APOBEC3A inh	beta cell repl	hIAP inh
1	O=C(Nc1nncs1)C1c2ccccc2Oc2ccccc21	0.0	-5	0.88	4	12	0.95	-2	-1	5
2	Cc1cccc(C)c1N(CC(=O)N/N=C/c1cc(Br)c(C)o1)S(C)(=O)=O	1.2	1	1	-6	-2	1.1	2	-1	-6
3	Cc1ccc2nc(-c3cc(N)cc(N)c3)oc2c1	0.9	2	0.89	-15	11	0.99	2	-6	1
4	O=C(Nc1cc(C(F)(F)F)ccc1N1CCOCC1)c1ccccc1F	-1.0	-5	0.98	-4	2	0.91	-2	-1	9
5	COc1ccc(CCNC(=O)COC(=O)Cc2ccc(OC)cc2)cc1	1.4	-4	0.98	3	2	0.99	5	0	1
6	CC(CNC(=O)c1ccc(-c2ccccc2)cc1)CN(C)C (stereo not drawn)	11	-2	1.1	-1	-9	1	0	-2	-1
7	O=C(Nc1ccc2ccccc2c1)/C(=C\c1ccc2c(c1)OCO2)NC(=O)c1ccco1	-0.2	-3	0.92	-9	8	0.87	-1	0	13
8	FC(F)(F)c1ccc(Oc2ccccc2Cl)nc1	-0.1	-3	0.98	-1	2	1	0	1	-3
9	Cc1ccc(CN2CCN(Cc3ccc(Oc4ncccn4)cc3)CC2CCO)cc1 (stereo not drawn)	1.1	5	1.1	-2	-10	1	4	-1	-1
10	O=C(NCC[C@@H]1C[C@@H]2C=C[C@H]1C2)c1cc(COc2ccc(F)cc2F)on1	-0.2	-1	0.93	8	7	0.92	-5	-7	8
11	O=C(CN1C(=O)c2ccccc2S1(=O)=O)NCc1ccccc1	-2.0	-9	1	5	-4	0.98	-2	1	2
12	CNC(=O)c1ccc(-c2cc(C(F)(F)F)nn2C)s1	3.9	-4	1	-3	-5	1.2	-2	-2	-24
13	COC(=O)c1cn(NC(=O)/C=C/c2cccc(OC)c2OC)c(=O)c2ccccc12	·	-3	0.94	·	6	0.97	-1	4	3
14	CC(C)Nc1ccc(Nc2ccnc3cc4ccccc4cc23)cc1	68*	4	0.87	11	13	1	7	-6	-3
15	Cc1ccc(Nc2nc(-c3ccc(O)c(O)c3)cs2)nc1	·	1	0.54	-13	46*	1.1	1	-5	-8
16	COc1ccc(CCNC(=O)CCC(=O)N2CCN(S(=O)(=O)c3ccccc3)CC2)cc1OC	2.9	-7	0.96	6	4	1.1	-3	-4	-8
17	Cc1ccc(S(=O)(=O)CCN2CCN(c3ccccn3)CC2)cc1	1.3	-3	0.99	0	1	0.69	-3	-1	31
18	CCOC(=O)c1ccc(NC(=O)C(=O)NCCc2ccc(OC)cc2)cc1	-2.1	-9	0.96	4	4	0.93	-4	-2	7
19	CC(C)c1nc(Cl)c(C#N)c2c1CCC2	3.3	-6	1	-9	-3	0.88	-4	3	12
20	CCCCc1cc(=O)oc2c(C)c(OCc3nn[nH]n3)ccc12	1.2	-4	1.2	-11	-19	1.1	-3	-2	-6
21	CCOc1ccccc1NC(=O)NCc1ccco1	1.5	-6	0.97	0	3	1	3	-1	0
22	O=C(N/N=C1\CCS(=O)(=O)c2ccc(F)cc21)c1ccc([N+](=O)[O-])cc1	1.5	-9	1	-6	-3	1.1	-7	-4	-8
23	Cc1ccc(C(C)C)c(OCCCN2CC(C)OC(C)C2)c1 (stereo not drawn)	-1.2	-6	1	-13	-2	1.1	-1	-1	-9
24	CCC(=O)Oc1ccc(NC(=O)c2ccco2)cc1	-0.3	-6	1	4	-3	1.1	-1	-2	-12
25	CC(=O)Nc1ccc(S(=O)(=O)N2CCNC(=O)C2)cc1	-0.3	-3	1.1	-4	-10	1	-3	2	-2
26	CCOC(=O)C(Sc1ncc(C#N)c(N)n1)C(C)C (stereo not drawn)	2.6	2	0.86	-9	14	0.94	1	-3	6
27	CCOc1ccccc1C1CC(=O)Nc2cc(C)c(C)cc21 (stereo not drawn)	0.2	11	0.94	-2	6	1.1	-1	-2	-11
28	CCOC(=O)c1c(NC(=O)CN2CCCCC2)sc2c1CCCC2O (stereo not drawn)	1.8	-12	1	-5	-5	1	-1	-2	-3
29	COc1cc2c(cc1OC)C(C)N(C(=O)Nc1ccccc1)CC2 (stereo not drawn)	-0.1	-5	0.98	-5	2	0.94	-2	0	6
30	O=C(NCc1ccncc1)c1ccc(NS(=O)(=O)c2ccc(F)cc2)cc1	0.6	-1	1	11	-2	0.95	1	1	5

Exported field by field: part of the list above
(27) CCOc1ccccc1C1CC(=O)Nc2cc(C)c(C)cc21 (stereo not drawn)
  MPTP inh = 0.2
  A3G deaminase = 11
  mIAP activ = 0.94
  ATG4B inh = -2
  mIAP block = 6
  hIAP act = 1.1
  APOBEC3A inh = -1
  beta cell repl = -2
  hIAP inh = -11
(28) CCOC(=O)c1c(NC(=O)CN2CCCCC2)sc2c1CCCC2O (stereo not drawn)
  MPTP inh = 1.8
  A3G deaminase = -12
  mIAP activ = 1
  ATG4B inh = -5
  mIAP block = -5
  hIAP act = 1
  APOBEC3A inh = -1
  beta cell repl = -2
  hIAP inh = -3

Next part.
cpd	Structure	MPTP inh	A3G deaminase	mIAP activ	ATG4B inh	mIAP block	hIAP act	APOBEC3A inh	beta cell repl	hIAP inh
31	COc1ccc(C(CNC(=O)c2cc3c(s2)CCCC3)N2CCOCC2)cc1 (stereo not drawn)	0.4	3	1	-6	-1	1.2	2	3	-15
32	CSc1nc2c(c(C(F)(F)F)n1)CC(C)CC2 (stereo not drawn)	-1.8	0	0.94	9	6	1.1	1	-4	-9
33	CC1(c2nnc(-c3ccncc3)o2)CC(c2ccc(Cl)cc2)=NO1 (stereo not drawn)	-0.3	-10	0.97	2	3	0.95	-5	-2	5
34	Cc1cc(C)cc(N(C(=O)Cn2nnc(-c3ccccc3)n2)C(C(=O)NC2CCCCC2)c2ccccn2)c1 (stereo not drawn)	1.7	-9	1.1	0	-10	1	-3	-3	-2
35	Cc1ccc(OCC(=O)c2ccc3c(c2)CCCC3)cc1C	6.0	-4	0.88	22	12	0.9	-3	-4	10
36	Cc1nn(-c2ccccc2)c(C)c1C=O	1.1	-7	0.94	-3	6	0.83	-7	-3	17
37	O=C(CSc1ccc(-c2ccc(F)cc2)nn1)NCc1ccco1	-1.2	-2	0.97	3	3	0.97	3	-2	3
38	COc1cccc(C(=O)N2CCN(Cc3ccccc3Br)CC2)c1	1.2	-5	0.92	4	8	1.1	-7	-1	-14
39	C=CCc1cccc(C2Nc3ccccc3C(=O)N2O)c1O (stereo not drawn)	-2.8	-4	1	-2	-2	0.97	0	3	3
40	CSc1cccc(NC(=O)CN(C)S(=O)(=O)c2cnc[nH]2)c1	-0.5	-4	0.96	1	4	1.2	-1	-3	-22

Next entries follow.
Sequence of screens – MPTP inh | A3G deaminase | mIAP activ | ATG4B inh | mIAP block | hIAP act | APOBEC3A inh | beta cell repl | hIAP inh
(41) CCN(CC(=O)Nc1c(F)cccc1F)C(=O)c1cc(S(=O)(=O)N2CCOCC2)ccc1N1CCCC1
    -0.9 | -7 | 0.95 | -2 | 5 | 0.97 | 6 | -1 | 3
(42) O=S(=O)(c1cccc(Cl)c1)N1CCCC1
    -1.1 | 1 | 1.2 | -10 | -17 | 1.4 | -4 | -2 | -43
(43) CCC(c1nnc(SCC(=O)NNC(=O)c2ccccc2)n1Cc1ccccc1)N(C)C (stereo not drawn)
    1.2 | -3 | 1.1 | -10 | -6 | 1.2 | 0 | -5 | -19
(44) CCOC(=O)CC1C(=O)NCCN1C(=O)c1sc2ccccc2c1Cl (stereo not drawn)
    1.9 | -3 | 0.93 | 2 | 7 | 0.99 | -1 | -1 | 1
(45) CC[N+](CC)(CC)CCCCOc1ccc2c(c1)C(=O)c1cc(OCCCC[N+](CC)(CC)CC)ccc1-2
    0.0 | 51 | 1.1 | 2 | -7 | 0.91 | 75 | 1 | 9
(46) O=C(OCc1nnc(-c2ccc(Br)cc2)o1)c1cncc(Br)c1
    0.1 | -1 | 1.1 | -7 | -7 | 1.2 | 2 | 6 | -17
(47) COc1ccc(/C=C2\SC(=S)N(CCCC(=O)N3CCOCC3)C2=O)cc1
    -0.7 | 0 | 0.89 | 1 | 11 | 1.2 | -1 | 10 | -16
(48) COc1ccc(N=C2NN=C(c3ccc4c(c3)OCCO4)CS2)cc1
    -5.4 | -8 | 0.96 | -11 | 4 | 1 | -2 | -4 | -4
(49) Cc1ccc(S(=O)(=O)NCCC(=O)Nc2cccc(S(N)(=O)=O)c2)cc1C
    -2.1 | -1 | 0.99 | -8 | 1 | 1 | 2 | -3 | -2
(50) Cc1nc2ccc(Br)cc2c(-c2ccccc2)c1C(=O)O
    0.4 | 1 | 1.1 | -3 | -6 | 1.1 | 1 | -4 | -7
(51) COc1ccc(C(=O)NNC(=O)C2CCN(S(=O)(=O)c3ccc(C)cc3)CC2)cc1
    -1.3 | -3 | 1.1 | 0 | -11 | 1.6 | 0 | -4 | -60
(52) COc1cccc(/C=C/C(=O)NNC(=O)c2cc(C)oc2C)c1
    -1.8 | 3 | 0.99 | -8 | 1 | 1.2 | 3 | -1 | -21
(53) CC(C)CN1C(=O)c2ccc(C(=O)Nc3ccc(O)cc3C(=O)O)cc2C1=O
    0.6 | -3 | 1 | -1 | -4 | 0.84 | -3 | -1 | 16
(54) CC1CCCCN1Cc1ccc(-c2nn[nH]n2)cc1 (stereo not drawn)
    1.8 | -5 | 1.1 | -5 | -12 | 1.2 | 5 | -3 | -15
(55) Cc1ccc(S(=O)(=O)CCC(=O)OCC(=O)c2ccc(C)c(C)c2)cc1
    1.6 | -9 | 1.1 | 2 | -11 | 1 | -6 | -1 | -3
(56) CC(=O)N1c2ccc(S(=O)(=O)N3CCC(C(=O)N4CCN(c5ccccc5F)CC4)CC3)cc2CC1C (stereo not drawn)
    -0.1 | -6 | 0.95 | 5 | 5 | 0.83 | 2 | -2 | 17

Rows were taken by chance, and some 3.3% of all compounds hit somewhere here.
